Assay outcomes: PubChem, Broad Institute
miR-122 sensor: inhibitors of miR-122 in Huh7 cells. Huh7 miR-122 Renilla luciferase sensor, 48 h; neutral wells = 0, positive control = 100. activation (reporter increase), % at 12.5 µM. hit rate 0.3% among 340,000;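 active = mean replicate activation score at least 90 and every replicate individually at or above 90; inconclusive = only one of the two criteria met; inactive = neither criterion met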;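 note: higher luciferase means less miR-122 activity so hits act as miR-122 inhibitors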
FN deposition inh: fibronectin deposition inhibition | AH1F fibroblasts, Alexa488-fibronectin deposition fluorescence, overnight | inhibition, % at 12.6 µM | hit rate 0.086% among 350,000 | AID 743247;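 active = mean inhibition across replicates of 30% or more, regardless of how many single replicates reach that level; inconclusive = mean under 30% yet at least half of replicates reach 30%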;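 note: positive control wells lacked labelled fibronectin entirely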
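Material: AH1F fibroblast monolayer depositing Alexa488-labelled fibronectin into matrix | Input: 10000 AH1F cells/well | Medium: DMEM plus 2% serum, read in PBS | Reagent: Alexa488-fibronectin, 24 nM final in well | Compound dosing: One dose per compound, pinned | Schedule: 1 h adhesion, overnight exposure | Measured by: Fluorescence at 485 nm excitation, 525 nm emission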
INS-1E GSIS act: primary screen for activators of insulin secretion dependent on glucose, INS-1E cells, GLuc reporter luminescence; INS-1E GLuc reporter insulin secretion, 2-3 h; activation, % at 16.6 µM; hit rate 0.61% among 370,000; AID 743287;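 active = lowest replicate activation of at least 40%, so every replicate reaches that level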;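 note: 0% = median of neutral control wells and 100% = median of IBMX positive control wells; some compounds called inactive have numbers as strong as hits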
F508del corr: correctors of CFTR F508del function in bronchial epithelial cells; CFBE cells, YFP halide quenching; stimulated with forskolin plus potentiator P3; % fluorescence drop versus neutral controls; activity (quench increase), % at 7.58 µM; hit rate 0.36% among 350,000;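 active = mean added fluorescence quench of at least 8% versus neutral control, with both replicates also reaching 8%; inconclusive = only one of the mean or replicate conditions met; inactive = mean below 8% and not both replicates reaching 8%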;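 note: cells transiently co-express mutant CFTR-F508del with the halide-sensitive YFP; corrector assay measuring rescue of mutant channel to the surface after 24 h compound exposure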
PglD inh: inhibitors of Campylobacter jejuni PglD acetyltransferase; purified PglD enzyme, DTNB colorimetric CoA detection; inhibition, % at 12.5 µM; hit rate 0.098% among 360,000; AID 602405; in the data active = inhibition above about 16%, passing the limit was not always enough; inconclusive = no clear call, values can overlap the other calls; note: strong numbers were not always called active
Cneo AK release: causes C. neoformans cell lysis. adenylate kinase release luminescence, 4 h; normalised: neutral wells 0, clomiphene wells 100. hit rate 0.2% among 360,000. AID 651654. lysis activity, % at 15 µM;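 active = mean lysis activity across replicates of at least 80%, whatever share of replicates individually reach that level; inactive = mean lysis activity below 80%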
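Assay system: C. neoformans cells. Amount: yeast cell density of 5 × 10^6 cells/mL. Technique: AK luminescence. Buffer or medium: YPD. Times: static 4 h at 37 °C with compound, 1 h detection. Dosing: single-point compound dose. Read-out: lysis from increased AK signal.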
Statin myotox sup: suppressors of simvastatin-induced myotoxicity in C2C12 myotubes. ATP luminescence, 48 h; scaled: DMSO 0, geranylgeraniol control 100. rescue of ATP level, % at 7.49 µM. hit rate 0.78% among 330,000. AID 602340;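 active = mean ATP rescue above about 67%, or every replicate alone reaching that limit, limit read from the data, passing the limit was not always enough; inconclusive = no clear call, values can overlap the other calls; inactive = mean under the limit and some replicate under it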;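 note: myotubes were challenged with 10 µM simvastatin during compound exposure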
PGC1a acetyl inh: modulators of PGC1a acetylation | hit rate 0.17% among 350,000 | inhibition, % at 15.6 µM | AID 651687 | U2OS PGC1a acetylation, AlphaScreen anti-acetyl-lysine; with virally co-expressed GCN5 acetyltransferase;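 active = every replicate shows inhibition of at least 40%; inconclusive = mean inhibition at least 40% but some replicate below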;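 note: 0% = neutral control wells and 100% = positive control wells; some results beyond the cut were filed as inactive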
Starred values were filed as active, the others as inactive; ? = inconclusive; · = no result given; [ ] = dose if it differs, or a comment. No enrichment for hits; about 2.1% have a hit in one of these screens.

SMILES	miR-122 sensor	FN deposition inh	INS-1E GSIS act	F508del corr	PglD inh	Cneo AK release	Statin myotox sup	PGC1a acetyl inh
O=C(CSc1nc(O)c(Cc2ccccc2)c(=O)[nH]1)c1ccccc1	7	-3	-9	-1.4	-1	4	-2	0
CCCC(CCC(=O)Nc1cc([N+](=O)[O-])ccc1O)C(=O)O (stereo not given)	-5	2	-15	-0.7	0	0	5	-4
O=C1CCC(=O)N1c1cccc(-c2nc3ccccc3o2)c1	-3	-3	-2	-4.3	6	0	11	8
C=CCNC(=O)C1CC(=O)N(c2ccc(OCC(=O)Nc3ccc(Cl)cc3)cc2)C1 (stereo not given)	-2	-8	14	3.1	-3	1	0	-4
COc1ccccc1CNC(=O)c1c(O)c2cc(OC)c(OC)cc2[nH]c1=O	-1	·	·	·	6	1	-7	4
CCn1cc(S(=O)(=O)c2ccc(OC)cc2)c(=O)c2cc(OC)ccc21	9	2	25	-2.1	-4	2	2	9
C[C@@H]1CCCCO[C@H](CN(C)S(C)(=O)=O)[C@@H](C)CN([C@@H](C)CO)C(=O)c2cc(NC(=O)CCC(F)(F)F)ccc2O1	9[16.7 µM]	·	10	-2.6	·	·	-44	4
COc1ncnc2c1oc1nc(C(C)C)c3c(c12)CC(C)(C)OC3	6	0	·	·	6	-2	2	10
C[C@H](NC(=O)[C@@H]1Cc2ccccc2CN1)C(=O)NCC1CCCO1 (stereo not given in full)	-2	5	0	-1.4	6	0	-17	30
CCOC(=O)c1ccc(CNC(=O)C(Cc2c[nH]c3ccccc23)NC(C)=O)o1 (stereo not given)	-1	-11	7	·	0	-2	9	6
Cc1ccc(C(=O)NNC(=O)c2ccc3ccccc3c2O)cc1	-2	-3	-12	-3.0	3	-2	0	-17
CN1C2C=C3C(C#N)=C(N)C(C#N)(C#N)[C@@H](c4cccc(F)c4)[C@@H]3C1CC2 (stereo not given in full)	-1	·	·	·	-1	0	·	11
CN(C)CCn1cnc2c(c1=N)C(c1ccccc1)c1ccc3ccccc3c1O2 (stereo not given)	-5	2	-13	0.3	2	16	-70	-13
Cc1ccc(S(=O)(=O)CC(CN2CCOCC2)N2CCOCC2)cc1 (stereo not given)	-6	1	3	0.7	·	·	-5	-15
C[C@@H]1CCCCO[C@@H](CN(C)C(=O)NC2CCCCC2)[C@@H](C)CN([C@H](C)CO)C(=O)c2cc(NS(=O)(=O)c3ccc(Cl)cc3)ccc2O1	4[16.7 µM]	0	6	0.7	-1	4	·	10
C[C@H](CO)N1C[C@H](C)[C@H](CN(C)Cc2ccc3cccnc3c2)OCc2cn(nn2)CCCC1=O	9[16.7 µM]	-7	-2	1.7	·	·	0	-1
CC1CCCCC1NC(=O)Cn1c(=O)oc2cc(S(=O)(=O)N3CCCC3)ccc21 (stereo not given)	-5	-4	-10	-2.0	·	1	7	6
CCOC(=O)C1=C(COC(=O)Cc2ccc(Br)cc2)NC(=O)NC1C (stereo not given)	·	-13	33	-0.9	5	5	-2	·
CCC1Oc2ccccc2N(CC(=O)NC2CCCC2)C1=O (stereo not given)	-1	6	-3	1.0	2	-1	3	-4
CO[C@@H]1CN(C)C(=O)c2cc(C#N)ccc2OCC[C@H]2CC[C@@H](OC)[C@@H](CN(C)C(=O)[C@H]1C)O2	·	-7	22	·	-3	1	6	·
CCC(=O)N(C)C[C@H]1Oc2ncc(-c3ccccc3OC)cc2C(=O)N([C@H](C)CO)C[C@@H]1C	-2[16.7 µM]	-6	-18	0.4	0	-1	-8	-7
Cc1nc2ccccc2n1CCOc1ccccc1	·	6	-1	·	-2	1	-3	·
CCOc1ccc(NC(=O)CN(C)C(=O)c2csc3c2CCCC3)cc1OCC	2	6	-8	2.5	0	-1	-2	-2
COc1cc(NC(=O)c2ccc(Cl)cc2)c(Cl)cc1NC(=O)c1cccnc1	-3	2	2	0.1	4	8	1	·
O=C(NC(=S)Nc1ccc2c(c1)OCCO2)c1ccccc1	-1	-3	6	·	13	-6	20	0
Cn1cc(SCC(=O)NC2CCCC2)c2ccccc21	12	3	37	-1.5	3	-3	9	·
CC(=O)c1ccc(N2CCN(C(=O)C3CCN(C(=O)Nc4ccccc4)CC3)CC2)cc1	3	-3	-17	2.7	1	1	12	-16
CC1(C(=O)NS(=O)(=O)c2cccc(Cl)c2)CCN1C(=O)c1ccccc1 (stereo not given)	-4	0	·	4.7	2	0	0	6
CCC(=O)N[C@@H]1C=C[C@@H](CC(=O)NCc2ccc(OC)cc2)O[C@H]1CO	5[16.7 µM]	5	3	4.9	-3	0	-1	5
CC(C)[C@H](NC(=O)N1CCn2c1nc1ccccc12)C(=O)N[C@@H](C(=O)O)c1ccccc1	-7	·	3	-4.4	-3	-1	2	-4

Five records picked at random from those above:
SMILES	miR-122 sensor	FN deposition inh	INS-1E GSIS act	F508del corr	PglD inh	Cneo AK release	Statin myotox sup	PGC1a acetyl inh
COc1cc(NC(=O)c2ccc(Cl)cc2)c(Cl)cc1NC(=O)c1cccnc1	-3	2	2	0.1	4	8	1	·
CC(C)[C@H](NC(=O)N1CCn2c1nc1ccccc12)C(=O)N[C@@H](C(=O)O)c1ccccc1	-7	·	3	-4.4	-3	-1	2	-4
CCOc1ccc(NC(=O)CN(C)C(=O)c2csc3c2CCCC3)cc1OCC	2	6	-8	2.5	0	-1	-2	-2
Cn1cc(SCC(=O)NC2CCCC2)c2ccccc21	12	3	37	-1.5	3	-3	9	·
CCC(=O)N[C@@H]1C=C[C@@H](CC(=O)NCc2ccc(OC)cc2)O[C@H]1CO	5[16.7 µM]	5	3	4.9	-3	0	-1	5

Continuation.
SMILES	miR-122 sensor	FN deposition inh	INS-1E GSIS act	F508del corr	PglD inh	Cneo AK release	Statin myotox sup	PGC1a acetyl inh
COC(=O)C1=C(C)N(C(C)C)C(=O)C1(NC(C)=O)C(F)(F)F (stereo not given)	-1	·	·	·	-1	3	3	8
CCN(c1ccccc1)S(=O)(=O)c1ccc(OC)c(NC(=O)CNC)c1	-3	2	-8	0.4	-5	1	-16	-1
O=S(=O)(c1ccc(N2CCOCC2)cc1)N1CCOCC1	-5	10	·	·	3	1	5	-4
COc1cccc2[nH]c(C(=O)NCCCN3CCCC3=O)cc12	-2	6	-9	0.4	8	-6	4	-3
CN(C)CCCN(C(=O)c1ccc2c(c1)CCCC2)c1nc2cc3c(cc2s1)OCO3	-8	7	-18	0.4	-2	10	-11	6
COc1cccc(C(C)(O)c2nc(-c3ccccc3OC)cs2)c1 (stereo not given)	-10	-6	·	4.1	-1	0	27	-3
CCn1c(SCC(=O)c2ccccc2)nc2c(c1=O)SC(C)C2 (stereo not given)	0	·	·	·	·	0	-23	-2
O=C(Oc1ccccc1)c1cccc2cccnc12	0	·	0	-4.7	-1	0	2	14
C[C@@H]1CN([C@@H](C)CO)C(=O)c2cc(NC(=O)Cc3cn(C)c4ccccc34)ccc2O[C@H]1CN(C)CC1CCCCC1	5[16.7 µM]	·	-2	1.7	-1	5	-14	-8
Cc1cc(F)ccc1C(O)c1ncc(-c2ccccc2)[nH]1 (stereo not given)	43	9	8	-2.5	1	1	5	·
C=CCSc1nc(-c2ccc(OC)cc2)c(C#N)c(=O)n1CC=C	·	14	23	4.1	·	·	·	-2
O=C(Nc1ccc(N2CCN(C(=O)c3cccs3)CC2)cc1)c1ccco1	-3	-1	-3	-0.1	-4	1	-8	15
Cn1c(Cc2ccccc2)nnc1SCC(=O)NC1CCCC1	-2	-12	9	0.7	-3	1	1	·
O=C1C(c2ccccc2)C2C=CC(C2)N1O (stereo not given)	·	-17	·	1.0	-10	1	4	9
O=C(NC1CCCCC1)c1ccc(Cn2cc(Br)cn2)o1	7	·	·	·	-1	9	·	-2
COc1ccc(N(C(=O)c2ccco2)S(=O)(=O)c2ccc(F)cc2)cc1	5	6	·	·	-1	-1	16	-1
COc1ccc(/C=C2\N=C(c3ccc(C)cc3)OC2=O)cc1	1	4	2	-0.9	-2	-2	-3	-5
C[C@@H]1CN([C@@H](C)CO)C(=O)c2cc(C#CC3CCCC3)cnc2O[C@H]1CN(C)C(=O)Nc1ccccc1	-12[16.7 µM]	-12	-5	-5.6	4	2	?	?
O=C(CN1C(=O)NC2(CCCc3ccccc32)C1=O)N1CCCCC1 (stereo not given)	-4	-10	18	1.6	-3	0	-25	3
O=C(N/N=C/c1cccc(Cl)c1Cl)Nc1ccccc1	-3	·	14	-3.3	5	-2	-2	-2
CN(C)S(=O)(=O)c1ccc(Cl)c(NC(=O)COC(=O)C2CCCO2)c1 (stereo not given)	3	3	1	-0.8	·	·	-3	·
O=C(O)CC(c1ccccc1)c1ccccc1	3	·	·	·	-1	-2	-8	-11
CCN(C(=O)CSc1nc2c(cnn2-c2ccccc2)c(=O)[nH]1)C1CCS(=O)(=O)C1 (stereo not given)	1	-2	·	3.3	-4	2	·	3
Cc1onc(-c2c(F)cccc2Cl)c1C(=O)N(Cc1ccccc1)C(C)C	1	-5	-35	-3.5	-5	1	2	-11
CO[C@@H]1CN(C)C(=O)c2ccc(NS(=O)(=O)C3CCCCC3)cc2OC[C@@H](C)NC[C@@H]1C	-1[16.7 µM]	-28	7	2.7	1	0	2	5
CO[C@H]1CN(C)C(=O)c2cc(NC(=O)Nc3ccc(F)cc3)ccc2OC[C@H](C)NC[C@@H]1C	-3[16.7 µM]	-16	6	-2.6	2	-7	4	-1
CC(C)=C1C2CCC1C1C(=O)N(NC(=O)COc3ccc(Cl)c(C)c3)C(=O)C21 (stereo not given)	-1	-5	·	·	-4	-2	-11	-2
COc1cc(OC)c(NC(=O)Cn2cnc3sc(C)c(S(=O)(=O)N4CCOCC4)c3c2=O)cc1Cl	-1	-2	3	-0.7	1	-2	-7	7
O=S(=O)(Cc1ccccc1)N1CCCCN2[C@H](C1)[C@H](c1ccc(-c3cncnc3)cc1)[C@@H]2CO	0[16.7 µM]	·	6	-0.8	-3	0	·	1
CCOC(=O)/C=C1\SCC(=O)N1CC(O)CN1C(=O)CS/C1=C\C(=O)OCC	-3	·	·	·	2	0	-3	-2
Cc1cccc(C(=O)OCC(=O)NCCCc2ccccc2)c1O	-1	3	-6	1.5	3	0	-8	0
CNC(=O)CCC(=O)Nc1ccc(C(=O)OC)cc1	-2	2	·	·	-1	1	-2	2
Nc1c(N(CCC2=CCCCC2)C(=O)C2CC2)c(=O)[nH]c(=O)n1Cc1ccccc1	-7	-8	32	-0.4	-4	-2	·	3
C/C(CC(=O)Nc1cc(Cl)ccc1Cl)=N\NC(=O)c1ccco1	3	7	·	·	2	1	6	41

Given with bars between the fields: part of the list above.
SMILES | miR-122 sensor | FN deposition inh | INS-1E GSIS act | F508del corr | PglD inh | Cneo AK release | Statin myotox sup | PGC1a acetyl inh
CNC(=O)CCC(=O)Nc1ccc(C(=O)OC)cc1 | -2 | 2 | · | · | -1 | 1 | -2 | 2
Nc1c(N(CCC2=CCCCC2)C(=O)C2CC2)c(=O)[nH]c(=O)n1Cc1ccccc1 | -7 | -8 | 32 | -0.4 | -4 | -2 | · | 3
C/C(CC(=O)Nc1cc(Cl)ccc1Cl)=N\NC(=O)c1ccco1 | 3 | 7 | · | · | 2 | 1 | 6 | 41
